# SARS 3CLpro inh – SARS-CoV 3CLpro protease inhibitors, primary screen, biochemical, quenched FRET | recombinant SARS-CoV 3CLpro, quenched FRET peptide cleavage | AID 1706, 2009 | inhibition, % at 6 µM | hit rate 0.14% among 290,000; in the data active = inhibition above about 12%
# TcdB inh – TcdB glycohydrolase inhibitors, primary screen, biochemical, single point, plate reader. Toxin B (Clostridioides difficile), P18177. TcdB glycohydrolase enzymatic assay. inhibition, % at 9.99 µM. hit rate 0.24% among 350,000. AID 652162, 2013; in the data active = inhibition above about 10%
# Target sequence (P18177 whole entry, looked up): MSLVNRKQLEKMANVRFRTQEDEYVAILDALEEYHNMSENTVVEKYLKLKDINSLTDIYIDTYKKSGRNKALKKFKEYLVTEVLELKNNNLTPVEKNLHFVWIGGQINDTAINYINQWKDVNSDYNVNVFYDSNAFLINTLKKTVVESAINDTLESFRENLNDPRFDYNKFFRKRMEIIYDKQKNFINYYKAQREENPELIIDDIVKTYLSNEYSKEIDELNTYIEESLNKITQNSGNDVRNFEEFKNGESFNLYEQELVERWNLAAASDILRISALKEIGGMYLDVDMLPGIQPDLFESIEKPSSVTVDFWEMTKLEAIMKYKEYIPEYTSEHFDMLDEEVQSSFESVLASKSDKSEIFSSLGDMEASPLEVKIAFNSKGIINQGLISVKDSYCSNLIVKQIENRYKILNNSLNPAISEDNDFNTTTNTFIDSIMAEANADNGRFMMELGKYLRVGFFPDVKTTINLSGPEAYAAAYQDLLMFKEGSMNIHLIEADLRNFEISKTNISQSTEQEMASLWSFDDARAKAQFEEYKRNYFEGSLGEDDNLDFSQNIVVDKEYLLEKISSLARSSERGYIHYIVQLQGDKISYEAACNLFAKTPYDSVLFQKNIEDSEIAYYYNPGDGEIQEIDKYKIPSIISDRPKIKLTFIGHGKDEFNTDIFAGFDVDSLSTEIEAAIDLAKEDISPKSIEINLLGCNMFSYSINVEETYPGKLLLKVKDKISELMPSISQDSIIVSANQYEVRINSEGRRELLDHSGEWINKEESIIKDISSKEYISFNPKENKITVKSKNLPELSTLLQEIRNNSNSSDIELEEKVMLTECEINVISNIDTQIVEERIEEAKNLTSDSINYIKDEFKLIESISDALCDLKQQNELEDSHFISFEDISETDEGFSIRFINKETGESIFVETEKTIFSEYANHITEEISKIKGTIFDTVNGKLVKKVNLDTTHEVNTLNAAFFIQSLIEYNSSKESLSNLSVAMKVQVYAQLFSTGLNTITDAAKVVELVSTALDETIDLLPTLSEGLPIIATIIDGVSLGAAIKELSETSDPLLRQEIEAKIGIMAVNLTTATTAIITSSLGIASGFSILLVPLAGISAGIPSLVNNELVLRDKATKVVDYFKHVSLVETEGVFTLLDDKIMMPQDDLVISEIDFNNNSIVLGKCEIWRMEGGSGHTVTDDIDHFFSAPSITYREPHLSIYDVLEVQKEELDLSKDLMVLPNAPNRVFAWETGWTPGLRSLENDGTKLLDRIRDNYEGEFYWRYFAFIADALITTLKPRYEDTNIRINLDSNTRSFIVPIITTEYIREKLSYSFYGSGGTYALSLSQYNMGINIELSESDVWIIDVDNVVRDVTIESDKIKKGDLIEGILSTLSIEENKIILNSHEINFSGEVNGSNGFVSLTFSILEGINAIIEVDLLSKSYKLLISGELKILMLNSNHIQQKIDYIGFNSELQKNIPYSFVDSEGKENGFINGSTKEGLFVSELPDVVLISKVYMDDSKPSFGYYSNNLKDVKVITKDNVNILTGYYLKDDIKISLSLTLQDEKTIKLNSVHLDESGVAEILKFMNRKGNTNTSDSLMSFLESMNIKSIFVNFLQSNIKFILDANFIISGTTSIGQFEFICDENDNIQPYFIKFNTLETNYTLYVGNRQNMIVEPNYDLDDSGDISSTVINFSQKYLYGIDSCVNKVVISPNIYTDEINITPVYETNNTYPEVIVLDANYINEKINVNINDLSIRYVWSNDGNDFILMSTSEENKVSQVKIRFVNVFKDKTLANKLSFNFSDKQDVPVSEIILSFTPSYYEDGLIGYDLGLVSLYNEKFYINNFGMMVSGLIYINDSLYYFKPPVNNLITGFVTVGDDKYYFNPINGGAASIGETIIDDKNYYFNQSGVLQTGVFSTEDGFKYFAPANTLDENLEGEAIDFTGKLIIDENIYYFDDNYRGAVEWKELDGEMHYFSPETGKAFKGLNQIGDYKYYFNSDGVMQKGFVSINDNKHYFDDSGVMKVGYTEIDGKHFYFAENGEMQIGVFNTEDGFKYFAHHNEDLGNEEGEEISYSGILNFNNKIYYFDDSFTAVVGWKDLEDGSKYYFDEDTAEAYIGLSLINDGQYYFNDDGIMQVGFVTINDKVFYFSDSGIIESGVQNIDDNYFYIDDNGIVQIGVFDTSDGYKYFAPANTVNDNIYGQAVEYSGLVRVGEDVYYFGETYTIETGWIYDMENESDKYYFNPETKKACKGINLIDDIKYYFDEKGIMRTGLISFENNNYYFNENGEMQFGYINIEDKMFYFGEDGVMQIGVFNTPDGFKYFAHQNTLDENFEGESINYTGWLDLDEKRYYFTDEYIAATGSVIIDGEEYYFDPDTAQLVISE
# Y pestis TopoI – Yersinia pestis topoisomerase I inhibitors, primary screen, biochemical, cleavage product accumulation, plate reader, single point; Y. pestis Topo-I cleavage product accumulation; activity, % at 10 µM; hit rate 0.064% among 360,000; in the data active = activity above about 50%, passing the limit was not always enough; also: inactives centre near 2
# Anthrax LF inh2 – Bacillus anthracis LF protease inhibitors, primary screen, biochemical, multiplex microsphere, MLPCN library | Lethal factor (Bacillus anthracis), P15917 | multiplex microsphere protease cleavage assay | inhibition, % at 10 µM | hit rate 0.12% among 360,000; also: plate controls were buffer without enzyme for full effect and enzyme alone for no effect
# Vc quorum ag – inducers of Vibrio cholerae quorum light production without autoinducers, primary screen, BH1578 luxS cqsA deficient, single point | V. cholerae BH1578 lux reporter, luminescence, 6 h | hit rate 0.16% among 350,000 | AID 588436, 2011 | activation, % at 18.7 µM; in the data active = activation mostly above about 9.7%, no sharp cut-off; also: not every result past the cut was called active; inactives centre near 0; reference of the scale not given here
# CCHFV vOTU inh – CCHFV vOTU protease inhibitors, primary screen, biochemical, Pep-AMC substrate, fluorescence; inhibition, % at 11.5 µM; hit rate 0.55% among 370,000; in the data active = inhibition above about 30%; also: 0% = vehicle wells with enzyme and 100% = no enzyme wells
# PfHsp40 yeast – rescue of yeast from PfHsp40 toxicity, primary screen, S. cerevisiae, ATP luminescence; S. cerevisiae expressing PfHsp40, growth rescue; growth rescue, % at 12.5 µM; hit rate 0.68% among 340,000; in the data active = growth rescue above about 28%, passing the limit was not always enough;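 also: yeast W303a lacking pdr1 and pdr3 grown in galactose medium; growth measured after three days at 30 °C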
# VHR inh abs – VHR1 phosphatase inhibitors, primary screen, biochemical, absorbance, uHTS; Dual specificity protein phosphatase 3 (Homo sapiens), P51452; recombinant VHR phosphatase, pNPP absorbance; hit rate 0.52% among 290,000; inhibition, % at 13.3 µM; in the data active = inhibition above about 50%; also: some compounds called inactive have numbers as strong as hits
# SSB-PriA inh – inhibitors of Klebsiella pneumoniae PriA binding to SSB C-terminal tail, primary screen, biochemical, AlphaScreen; PriA–SSB C-terminal tail interaction (Klebsiella pneumoniae); AlphaScreen SSBct-PriA binding, biotinylated peptide; inhibition, % at 33 µM; hit rate 0.6% among 430,000; AID 1272365, 2023; in the data active = inhibition mostly above about 37%, no sharp cut-off; inactive = mostly below about 20%;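 also: plate controls were negative control peptide for no effect and reference peptide for full effect; strong numbers were not always called active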
# BoNT A protease – BoNT/A light chain protease inhibitors, primary screen, biochemical, flow cytometry, MLPCN library; inhibition, % at 10 µM; hit rate 0.17% among 360,000; multiplex microsphere protease substrate cleavage; Botulinum neurotoxin type A light chain protease (Clostridium botulinum A str. ATCC 3502); AID 588499, 2011; also: plate controls were buffer without enzyme for full effect and enzyme alone for no effect
# * hit, by the source's call; i = inactive; . = no result given; + = active, no number. Rule as the data show it, unless noted: active = inhibition above about 30%; inconclusive = no clear call, values can overlap the other calls; inactive = below that.
nr	Molecule	SARS 3CLpro inh	TcdB inh	Y pestis TopoI	Anthrax LF inh2	Vc quorum ag	CCHFV vOTU inh	PfHsp40 yeast	VHR inh abs	SSB-PriA inh	BoNT A protease
1	COc1ccc(Oc2coc3cc(OC(=O)N4CCOCC4)ccc3c2=O)cc1	-1	3.3	24	-5	i	7	1.3	-4	-11	-0.3
2	CCOc1ccccc1C(=O)OCC(=O)NCC1CCCCC1	.	1.4	21	-2	-3.8	4	-1.5	.	-13	2.5
3	COC(=O)c1cc(Br)ccc1OC(=O)c1cccnc1	1	.	-6	-1	17*	10	-1.8	32	-9	-0.3
4	O=C(COC(=O)c1nc(Cl)ccc1Cl)NNC(=O)c1ccccc1	.	-1.0	1	-3	i	-5	-0.8	.	-7	0.5
5	Cc1cccc(C2=NN(c3ccc(Br)cc3)[C@@H](C(=O)N3CCOC3=O)[C@@H]2C)c1	.	0.2	-10	-1	-1.1	-6	1.3	.	-28	-0.3
6	COC(=O)c1ccc(/C=N/NC(=S)NC(C)C)cc1	5	1.1	7	7	-0.2	21	-0.9	26	.	0.5
7	COC(=O)N1C(=O)[C@](Cc2ccccc2)(c2ccccc2)N1C(=O)OC	-6	1.5	14	-3	-4.5	-9	-0.1	25	-2	0.5
8	O=C(NCc1ccc(Cl)cc1)c1noc2c1CCCCC2	2	.	-2	-1	-1.4	18	1.1	0	-12	0.6
9	CCOc1ccc(C(CC(=O)O)NC(=O)C(Sc2ccccc2)c2ccccc2)cc1 (stereo not given)	8	0.0	10	-4	-0.4	13	2.3	0	1	0.1
10	C=CCN(CC=C)CC(O)Cn1c2ccccc2c2ccccc21 (stereo not given)	-5	1.6	9	-6	i	-2	-1.3	20	-15	-0.5
11	COC(=O)c1ccccc1NC(=O)COC(=O)c1cccnc1	-2	.	4	4	-0.3	-7	-0.1	4	-12	-0.7
12	C/C=C/C(=O)Nc1ccc(N2CCN(c3ccc(C(F)(F)F)cn3)CC2)nc1	-1	0.2	2	-4	-0.4	-3	-1.2	38	-1	-0.4
13	O=C(/C=C/[C@H]1O[C@@H](n2cnc3c(NC(=O)c4ccccc4)ncnc32)[C@H](O)[C@@H]1O)NCc1ccccc1	.	-0.1	.	-3	.	8	.	.	.	-0.5
14	N#Cc1nc(-c2cccs2)oc1NCc1ccco1	-5	.	-2	-4	i	-203	21	-27	4	0.7
15	Nc1cc2c(cc1N)-c1ccccc1C2	.	2.2	-19	-9	i	-7	0.0	.	12	1.9
16	CCOC(=O)C1CCCN(Cc2c(Cl)cccc2Cl)C1 (stereo not given)	1	-0.2	-4	-2	-0.4	.	-1.5	0	-49	0.1
17	Cc1cccc2nc(CNC(=O)C3CCC(=O)N(Cc4ccccc4F)C3)cn12 (stereo not given)	-2	0.6	8	0	-0.1	-10	-1.2	14	-15	0.8
18	COc1ccc(CNc2ccc3c(c2)ncn3-c2ccccc2OC)cc1	-3	.	34	-8	i	6	-1.5	26	37	0.1
19	COc1cccc(CNC(=O)CCNS(=O)(=O)c2cccc3nonc23)c1	1	1.3	4	7	-0.1	4	-1.1	15	0	-4.2
20	COc1ccc(C(C#N)=C2C=CC(=NO)C(C)=C2Cl)cc1	.	-0.2	-11	-2	i	-7	-1.2	.	4	-0.4
21	O=c1ncn(-c2cccc(Cl)c2)c2ccccc12	.	0.1	-8	-27	+	-15	0.3	.	2	-36
22	NC(=S)N/N=C/c1ccc(-c2ccccc2)o1	0	1.1	-4	3	-0.7	15	0.8	17	.	-0.5
23	COc1cccc(CC(=O)N2CCN(Cc3cccc(Cl)c3)CC2)c1	6	0.3	25	0	-0.5	-4	-0.1	3	-7	-6.0
24	Cc1cccc(OCC(=O)NCC(=O)N/N=C/c2ccccc2)c1	1	1.6	16	6	0.0	0	1.1	21	.	-5.7
25	CCOC(=O)C1(c2ccccc2)CCN(CC(=O)Nc2cccc3ccccc23)CC1	-1	.	32	-1	i	20	-0.7	17	11	-0.5

# (list continues)
nr	Molecule	SARS 3CLpro inh	TcdB inh	Y pestis TopoI	Anthrax LF inh2	Vc quorum ag	CCHFV vOTU inh	PfHsp40 yeast	VHR inh abs	SSB-PriA inh	BoNT A protease
26	CCC(CO)NC(=O)c1cccc(S(=O)(=O)N2c3ccccc3CC2C)c1 (stereo not given)	3	.	-5	4	-2.0	-8	-0.8	17	3	0.9
27	Cc1cc(S(=O)(=O)N2CCCC2)ccc1OCC(=O)N1CCCCC1	-3	-1.0	1	1	-0.1	-5	0.2	16	3	2.5
28	CCC(=O)N1c2ccc(S(=O)(=O)N3CCOCC3)cc2CC1C (stereo not given)	-4	-1.0	-2	-6	-4.3	13	-1.7	-10	3	-0.9
29	COc1ccc(C(CNC(=O)c2cccc(NS(=O)(=O)c3ccc(C)c(F)c3)c2)N(C)C)cc1 (stereo not given)	.	0.0	1	-2	-14	8	1.0	.	2	1.8
30	O=C(CNC(=S)N(Cc1ccccc1)Cc1ccccc1F)NCCc1ccc(Cl)cc1	2	-0.7	1	2	-0.2	-2	2.9	24	-11	0.2
31	CC(=O)N1C[C@H]2CON(C)[C@H]2C[C@H]1c1cccc(-c2cc(Cl)cc(Cl)c2)c1	.	1.9	40	-2	2.3	6	.	.	.	-0.3
32	Nc1ccccc1SC1CC(=O)N(Cc2ccccc2)C1=O (stereo not given)	4	2.1	-17	0	-0.1	19	0.6	37	-15	0.3
33	C/C(=N/NC(=O)c1ccc2c(c1)OCO2)c1cccc(NC(=O)C(C)(C)C)c1	1	.	1	2	-5.2	16	1.0	-13	.	0.3
34	Cc1ccc(-c2nn(-c3ccccc3)cc2C(=O)NCCCN2CCOCC2)cc1	-4	0.8	14	-2	i	-3	3.9	10	3	-0.2
35	COc1cc(NC(=O)NCC2CCN(Cc3ccc(C)cc3)CC2)cc(OC)c1OC	-5	0.5	-9	-13	i	-10	0.5	16	-3	1.7
36	[O-][n+]1nc2ccccc2c2ccccc21	.	0.9	-2	-10	6.6	-11	2.2	.	.	0.5
37	CCCn1nc(C(=O)OCC(=O)Nc2ccc(C)cc2)c2ccccc2c1=O	.	1.0	-10	-2	i	22	1.2	.	-11	-0.3
38	CC1(c2ccc(Cl)cc2)NC(=O)N(CC(=O)NCCC2=CCCCC2)C1=O (stereo not given)	.	0.8	6	-6	-5.0	-5	0.3	.	-12	0.3
39	Fc1cc(Br)ccc1Nc1nc2ccccc2n2nnnc12	2	0.9	0	-4	-0.3	-5	0.5	26	-3	-0.4
40	CCOC(=O)n1c(SCC(=O)N(CC)CC)nc2ccccc21	0	.	8	.	i	-4	-0.6	13	-2	.
41	Clc1ccccc1Cn1nnc2c(NCC3CC3)ncnc21	-1	.	6	-7	i	9	-0.6	2	-4	0.9
42	COc1cc(OC)c(OC)cc1CNC(=O)CCN1C(=O)c2cccc([N+](=O)[O-])c2C1=O	-7	1.3	9	7	-4.0	9	-0.1	16	5	-1.5
43	S=C(NCCCc1ccccc1)NC1CCCCC1	2	1.1	2	0	-1.4	2	0.9	19	4	1.8
44	O=C(/C=C/[C@H]1O[C@@H](n2cnc3c(NC(=O)c4ccccc4)ncnc32)[C@H](O)[C@@H]1O)NCC1CCCCC1	.	0.1	.	-6	.	-7	.	.	.	0.1
45	Cn1c(SCc2cccc(Br)c2)nc2ccccc2c1=O	0	1.8	17	5	i	13	-0.7	-1	-52	-3.1
46	C=CCOc1cccn2c(N(C=O)Cc3ccccc3)c(CC)nc12	.	1.8	-1	0	-0.4	-4	.	.	.	-0.1
47	COc1ccccc1Nc1nc(-c2sc(NC(=O)c3ccccc3)nc2C)cs1	9	1.6	-20	11	-1.0	-6	-0.2	13	-7	4.4
48	CC(C)c1ccc(NC(=O)CSc2nc(-c3ccccc3F)nc3nc[nH]c23)cc1	0	-0.7	-2	-1	-0.2	-9	-1.2	-7	-5	0.2
49	CC(=O)c1cccc(NC(=O)CCN2C(=O)C3C4CCC(C4)C3C2=O)c1 (stereo not given)	3	1.2	0	0	-7.7	-10	-1.7	10	4	1.3
50	CC(C)(C)OC(=O)NCCCC[C@@H](C(=O)NCCCCCCCCCCC(=O)N1CCN(C(=O)OC(C)(C)C)CC1)n1cc(CCO)nn1	.	-1.1	12	-7	-2.2	-2	14	.	4	0.3

# Next section, starting with the last 3 of the part before.
nr	Molecule	SARS 3CLpro inh	TcdB inh	Y pestis TopoI	Anthrax LF inh2	Vc quorum ag	CCHFV vOTU inh	PfHsp40 yeast	VHR inh abs	SSB-PriA inh	BoNT A protease
48	CC(C)c1ccc(NC(=O)CSc2nc(-c3ccccc3F)nc3nc[nH]c23)cc1	0	-0.7	-2	-1	-0.2	-9	-1.2	-7	-5	0.2
49	CC(=O)c1cccc(NC(=O)CCN2C(=O)C3C4CCC(C4)C3C2=O)c1 (stereo not given)	3	1.2	0	0	-7.7	-10	-1.7	10	4	1.3
50	CC(C)(C)OC(=O)NCCCC[C@@H](C(=O)NCCCCCCCCCCC(=O)N1CCN(C(=O)OC(C)(C)C)CC1)n1cc(CCO)nn1	.	-1.1	12	-7	-2.2	-2	14	.	4	0.3
51	CCC(=O)Nc1ccc(NC(=O)CSc2nnnn2-c2ccc3c(c2)OCCO3)cc1	0	1.1	4	-1	-0.2	7	-2.5	12	-13	0.7
52	Cc1ccccc1-c1nc(CS(=O)CC(=O)NCc2ccccn2)c(C)o1 (stereo not given)	3	3.0	-4	2	i	2	-0.7	16	-10	-0.1
53	CCOC(=O)CSc1nc(C(C)C)nc2sc(C)c(C)c12	0	0.3	23	2	0.5	1	1.3	16	-8	0.4
54	O=P1(Nn2cnnc2)C=C(c2ccccc2)OC(c2ccccc2)=C1	-3	.	-1	4	i	-12	-0.1	-16	6	-1.8
55	C/C(=N\NC(=O)c1ccccc1)c1c(O)n(C2CCCCC2)c(=O)[nH]c1=O	2	0.0	0	-1	-0.7	5	-0.5	-9	.	-2.4
56	CC(=O)Nc1ccc(S(=O)(=O)N2CCc3c(Cl)cccc3C2)cc1	1	0.3	7	2	-0.3	-4	-1.3	29	-19	-0.1
57	CC1CN(S(=O)(=O)c2cccc(C(=O)OCC(=O)NCc3ccccc3)c2)CC(C)O1 (stereo not given)	.	1.5	7	.	i	5	-0.5	.	1	.
58	COCCCNC(=O)C(=O)NC1CCCCC1C (stereo not given)	-2	0.8	-1	-5	-0.5	11	-1.7	14	-5	-1.7
59	C#CCN1C(=O)C(O)(CC(=O)/C=C/C=C/c2ccccc2)c2ccccc21 (stereo not given)	4	0.3	4	2	-3.1	2	1.4	30	-4	1.6
60	O=C(Nc1ncccc1O)c1ccc(Cl)c(S(=O)(=O)N2CCCCC2)c1	.	0.3	5	.	-11	27	-0.9	.	-2	.
61	O=[N+]([O-])c1ccccc1S(=O)(=O)Oc1ccc(C(=S)N2CCOCC2)cc1	1	1.0	0	-1	i	3	0.6	-11	-5	-0.6
62	CCOC(Cn1c(SCC(=O)Nc2cc(C)on2)nc2ccccc2c1=O)OCC	0	0.6	-2	3	-0.5	-4	-1.1	-15	-4	-1.4
63	CCCn1nnnc1NCc1ccccc1OCC	-2	0.6	0	1	-0.2	-13	-1.2	9	0	-1.1
64	COc1ccc(CN2Cc3cc(N4CCCCC4)ccc3-n3nncc3C2)cc1	.	2.4	.	3	.	-3	.	.	.	0.4
65	O=C(NCc1ccc(F)cc1)c1ccc(S(=O)(=O)N2CCCCC2)cc1	.	1.5	7	5	2.0	-4	-0.9	.	1	0.3
66	O=C(CO/N=C1\CCCc2nonc21)Nc1ccccc1Cl	1	.	1	-2	i	7	-1.2	4	.	0.0

# An excerpt. The share of hits here may be higher or lower than overall.
